Bioassay records: PubChem BioAssay, National Center for Advancing Translational Sciences (NCATS)
FUS yeast rescue: FUS proteinopathy suppression in yeast | S. cerevisiae FUS-expressing, growth rescue, OD600, 24 h | AID 1347120 | actives 0.24% (n = 390,000) | Potency, µM (top dose mostly 76.6 µM), inactives show top-dose growth rescue (activation), usual class: activators;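 also: plate controls were DMSO vehicle for no effect and reference control for full effect; nearly all actives have a fitted effect of over 55% in size; some results filed as inactive show a strong effect at the top dose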
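Toxicity suppression screen in FUS-yeast. Cells induced with 2% galactose, starting OD 0.005, treated 24hr at 30C with compounds at multiple final concentrations; growth by OD600.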
Abeta rescue: compounds reversing amyloid beta toxicity in yeast; yeast expressing A-beta42, growth rescue, OD600, 48 h; response scale: 0% DMSO, 100% iron-clioquinol control; Potency, µM (titrated, usually from 46.1 µM), inactives show top-dose growth rescue, hits mostly activators; actives 0.063% (n = 410,000); AID 1347071; also: nearly all actives have a fitted effect of over 55% in size
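Yeast A-beta toxicity model in growth medium with pinned compounds, 48 h at 30 C; growth read as absorbance at 600 nm. Normalized to FeCl3/clioquinol equimolar mix (positive) and DMSO (negative).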
* = called active by the depositor; ? = inconclusive; [ ] = dose if it differs, or a comment. Calls follow the shape of the dose curve; as a rule, active = well fitted activation curve with a large enough effect; inconclusive = small, poorly fitted or top-dose-only effect; inactive = no such curve, though single readings can be large or run the other way. Potency is read from the fitted curve at half-maximal effect. A portion of the library, so the mix of outcomes need not match the whole.

canonical_smiles,FUS yeast rescue,Abeta rescue
CC(=O)c1ccc(N2C(=O)N(Cc3ccc(F)cc3)c3ccccc3S2(=O)=O)cc1,?,0.0%
CCOc1ccccc1NC(=O)Cn1c(=O)oc2cc(S(=O)(=O)NCc3ccccc3)ccc21,?,-13.2%
COc1ccc(C2=C(C)C(=NCc3ccc(OC(C)C)cc3)NS2(=O)=O)cc1,-6.0%,0.4%
CCOC(=O)c1cc(-c2ccccc2)n(CC(=O)NC(C)c2ccccc2)c1C (stereo not drawn),33.7%,10.2%
COc1ccc(C)cc1NC(=O)C1CCN(S(=O)(=O)c2ccc3c(c2)CCCN3C(C)=O)CC1,12.4%,16.1%
Cc1ccc(S(=O)(=O)C(CNC(=O)c2ccc(F)c(F)c2)c2ccco2)cc1 (stereo not drawn),3.8%,0.9%
Cc1ccccc1NC(=O)CSc1nnc(COc2ccc(Cl)cc2)o1,-13.5%,6.9%
COc1cc(OC)c(-c2cc(C(=O)NCc3ccc(F)cc3)c3c(-c4ccccc4)[nH]nc3n2)cc1OC,23.5%,7.2%
O=C(c1cccn1-c1nnc(N2CCCCC2)s1)N1CCN(c2ccc(Cl)cc2)CC1,?,-28.7%
Cc1ccc2occ(CC(=O)Nc3c(C)cccc3C)c2c1,-0.8%,1.3%
CC(=O)N1CCOc2cc(S(=O)(=O)NCc3ccccc3Cl)c(C)cc21,-7.0%,-35.8%
COc1ccc(-n2nc3ccc(NC(=O)c4cccc(OCCC(C)C)c4)cc3n2)cc1,3.1%,-4.0%
NC(=O)CSc1oc(-c2cccs2)nc1S(=O)(=O)c1ccc(Br)cc1,?,-2.2%
Cn1ccc2cc(S(=O)(=O)N3CCCC(C(=O)NCc4ccccc4F)C3)ccc21 (stereo not drawn),-12.9%,-2.0%
CCOc1ccc(NC(=O)CSC2=Nc3ccccc3C3=NC(Cc4ccccc4)C(=O)N23)cc1 (stereo not drawn),?,-6.5%
Cc1[nH]c2ccccc2c1C1(O)C(=O)N(Cc2ccccc2Cl)c2ccccc21 (stereo not drawn),20.6%,-40.0%[inhibitor]
COC(=O)c1sc2cccc(F)c2c1S(=O)(=O)N1CCN(c2ccc(C)cc2C)CC1,18.6%,5.1%
COc1ccccc1-c1nnc(SCC(N)=O)o1,-19.5%,-3.7%
CCOc1ccc(N2CC(NC(=O)Cc3ccccc3)CC2=O)cc1 (stereo not drawn),11.6%,-1.6%
Cc1ccc(CNC(=O)CCCc2nnc3n(CC(C)C)c(=O)c4sccc4n23)cc1,-26.2%,0.1%
Cc1ccc(CN2C(=O)c3ccccc3CC2(C)C(=O)NC2CCCCC2)cc1 (stereo not drawn),-22.6%,-16.0%
CCc1ccc(NC(=O)Cn2cnc3sc(C)c(S(=O)(=O)N4CCC(C)CC4)c3c2=O)cc1,-23.8%,-22.8%
N#Cc1ccccc1NC(=O)CSc1ncn[nH]1,-4.2%,-14.7%
COc1cccc(OC)c1C(=O)Nc1cccc(-c2cn3ccsc3n2)c1,33.9%,2.3%
CCn1c(C(=O)NCc2ccccc2)cc2sc(Cl)cc21,13.8%,-0.4%
COc1ccc([N+](=O)[O-])cc1NC(c1nnc(-c2ccccc2)o1)c1ccccc1F (stereo not drawn),1.2%,-12.1%
COc1ccc(OC)c(CCNc2nc3ccccc3c3nc(-c4cccnc4)nn23)c1,11.2%,-24.0%
CCS(=O)(=O)N1CCC2(CC1)OC(=O)C(C)=C2C(=O)NCc1cccc(Cl)c1,20.7%,1.4%
Cc1ccc2c(c1)nc(SCC(O)c1ccc(Br)cc1)n2C (stereo not drawn),22.1%,-7.1%
O=S(=O)(c1ccccc1)c1nnn2c1nc(NC1CCCCC1)c1sccc12,-1.7%,-14.1%
CCOC(=O)c1ccccc1NC(=O)c1sc2ncn(CC)c(=O)c2c1C,27.8%,-7.6%
COc1ccc(-c2cn3c(n2)sc2cc(C(=O)NCCC4=CCCCC4)ccc23)cc1,9.3%,8.5%

Single records, as listed above. Order of screens: FUS yeast rescue	Abeta rescue
Results for Cc1ccc(CN2C(=O)c3ccccc3CC2(C)C(=O)NC2CCCCC2)cc1 (stereo not drawn) : -22.6%	-16.0%
Results for COc1ccc(C2=C(C)C(=NCc3ccc(OC(C)C)cc3)NS2(=O)=O)cc1 : -6.0%	0.4%
Results for COc1ccc(-n2nc3ccc(NC(=O)c4cccc(OCCC(C)C)c4)cc3n2)cc1 : 3.1%	-4.0%
Results for CCOC(=O)c1cc(-c2ccccc2)n(CC(=O)NC(C)c2ccccc2)c1C (stereo not drawn) : 33.7%	10.2%

The results go on.
canonical_smiles,FUS yeast rescue,Abeta rescue
CCC1CN(C(=O)N2CCC(C(=O)N3CCN(c4ccc(F)cc4)CC3)CC2)c2ccccc2O1 (stereo not drawn),46.8%,9.6%
CCCCc1nnc(SCc2cc(=O)c3cc(F)ccc3[nH]2)n1C,-11.9%,-10.7%
CCOC(=O)C1CCN(C(=O)c2cc3ccc4ccc(C)[nH]c4c3n2)CC1,2.2%,2.9%
Cc1cc(C)c(NC(=O)CCn2c(=O)c3cccn3c3ccccc32)c(C)c1,-5.7%,2.6%
COc1ccccc1NC(=O)Cn1c(=O)n(-c2cccc(C(C)=O)c2)c(=O)c2c3c(sc21)CN(C(C)=O)CC3,1.4%,-9.9%
Cc1ccc2nc(Nc3cccc(C(F)(F)F)c3)c3nnnn3c2c1,3.3%,-3.9%
Cc1ccc2nc(CSc3nnc(NC(=O)CC(C)C)s3)cc(=O)n2c1,-20.0%,-1.8%
Cc1ccc(C)c(-n2c(N)c(C#N)c3nc4ccccc4nc32)c1,-1.1%,-12.6%
CCOC(=O)c1ccccc1NS(=O)(=O)c1c(-c2ccc(C)cc2)csc1C(=O)OC,?,-24.9%
O=C(CCC1N=C2c3ccccc3N=C(SCc3cccc(Cl)c3)N2C1=O)N1CCN(c2ccccc2)CC1 (stereo not drawn),?,13.1%
Cc1ccc(C(=O)NCC(c2ccco2)S(=O)(=O)c2cccs2)cc1C (stereo not drawn),23.6%,-2.3%
Cc1ccc(C)c(NC(=O)Cn2cc(C(=O)c3ccncc3)c(=O)c3cc(F)ccc32)c1,14.0%,-3.2%
CCc1ccc(CN(C(=O)Nc2cccc(Cl)c2)c2ccccn2)cc1,16.5%,-5.7%
CCOC(=O)c1cc(S(=O)(=O)Nc2ccc(Br)c(C)c2)[nH]n1,13.3%,8.7%
O=C(Cn1cc(SCc2ccc(F)cc2)c2ccccc21)N1CCCC1,40.1%,12.9%
CCC(=O)N1CCc2cc(Br)cc(S(=O)(=O)N3CCCC(C(=O)Nc4cccc(F)c4)C3)c21 (stereo not drawn),-27.8%,-12.0%

Next section:
Below each compound – FUS yeast rescue	Abeta rescue
> CCC(=O)N1CCc2cc(Br)cc(S(=O)(=O)N3CCC(C(=O)Nc4cccc(C)c4)CC3)c21
→ -4.9%	-3.1%
> CCOc1ccc(NC(=O)CSc2nc3c(oc4ccccc43)c(=O)n2CCOC)cc1
→ -3.6%	-0.7%
> Cc1ccc(OCCSc2nc3ccccc3n2CC(=O)N2CCCCC2)cc1C
→ 16.9%	-14.2%
> Cc1nc2ncnn2c(C)c1CCC(=O)N1CCN(c2ccc(F)cc2)CC1
→ -15.0%	5.9%
> CC(=O)N1CCCc2cc(S(=O)(=O)N3CCC(C(=O)Nc4cccc(Cl)c4C)CC3)ccc21
→ -3.5%	16.2%
> COc1cccc(C(=O)NCC(=O)OCc2cc(=O)n3ccsc3n2)c1
→ 14.9%	-9.9%
> CCOc1ccc(CCNC(=O)c2cc3cc4cc(OC)ccc4nc3s2)cc1OCC
→ -3.5%	-13.7%
> CCN(CC)C(=O)C1CCN(S(=O)(=O)c2ccc3c(c2)CCCN3C(C)=O)CC1
→ 14.3%	-19.2%
> COc1ccc(Cl)cc1NC(=O)C1CCN(c2ncnc3c2nc2n3CCCCC2)CC1
→ 48.1%	-23.9%
> COc1ccccc1NC(=O)CSc1nnc(NC(=O)Nc2ccc(C)cc2)s1
→ 5.0%	0.6%
> Cc1cccc(Cn2c(=O)n(-c3cc(C)cc(C)c3)c(=O)c3oc4ccccc4c32)c1
→ -12.2%	-0.8%
> CCCOc1c(Cl)cc(C(=O)N(Cc2cccc(OC)c2)C2CCS(=O)(=O)C2)cc1Cl (stereo not drawn)
→ ?	17.6%
> CC1=C(C(=O)OCC(C)C)C(c2ccc(OCc3ccccc3)cc2)N2C(=O)CCSC2=N1 (stereo not drawn)
→ 38.0%	3.4%
> CCOC(=O)c1c(C)sc(-c2c(-c3cc(C)ccc3C)[nH]c3c2c(=O)[nH]c(=O)n3C)c1O
→ 39.4%	0.8%
> Cc1ccc(S(=O)(=O)c2nnn3c2nc(NCc2cccs2)c2sccc23)cc1C
→ -12.0%	-4.6%
> Cc1cc(C)c2c(NC(=O)c3ccccc3Cl)c(C(=O)NCc3ccc(Cl)cc3)sc2n1
→ -15.9%	13.5%
> CCN(CC)S(=O)(=O)c1ccc2c(c1)N(CC(=O)NCc1ccccc1)C(=O)CS2
→ 8.5%	-3.8%
> Cc1cc(C)n(-c2nnc(Nc3ccc(C)c(C)c3)c3ccccc23)n1
→ -4.5%	?
> CCCN(CCC)CCCNC(=O)c1cc2c(=O)oc3ccc(C)cc3c2s1
→ -9.6%	-15.2%
> COC(=O)c1cccc(Nc2nn3c(=O)c4cc5c(cc4nc3s2)OCO5)c1
→ 6.2%	2.4%

3 compounds from above, ordered by length of the SMILES, lowest first.
Below each compound – FUS yeast rescue	Abeta rescue
> CCN(CC)S(=O)(=O)c1ccc2c(c1)N(CC(=O)NCc1ccccc1)C(=O)CS2
→ 8.5%	-3.8%
> Cc1cc(C)c2c(NC(=O)c3ccccc3Cl)c(C(=O)NCc3ccc(Cl)cc3)sc2n1
→ -15.9%	13.5%
> CCOC(=O)c1c(C)sc(-c2c(-c3cc(C)ccc3C)[nH]c3c2c(=O)[nH]c(=O)n3C)c1O
→ 39.4%	0.8%

Next section.
Below each compound – FUS yeast rescue	Abeta rescue
> Cc1cc(C)c(NC(=O)c2cc(CN3CCOCC3)on2)c(C)c1
→ -19.2%	-16.4%
> COc1ccccc1CNC(=O)CCCn1c(=O)c2cccn2c2ccccc21
→ 32.7%	6.8%
> COc1ccc(C2C=C(c3ccc(F)cc3)Nc3nc(-c4ccc(Cl)cc4)nn32)cc1 (stereo not drawn)
→ 12.0%	0.9%
> Cc1cccc(C(=O)N2CCc3cc(CNS(=O)(=O)c4ccc(F)c(Cl)c4)ccc32)c1
→ 6.4%	-3.5%
> Cc1ccc(S(=O)(=O)c2cn(C)c3cc(N4CCCCC4)c(F)cc3c2=O)cc1
→ -9.9%	4.1%
> CCCSCCCNC(=O)C1CCN(c2nn3cc(-c4ccc(F)cc4)nc3s2)CC1
→ 1.0%	3.9%
> O=S(=O)(c1ccc2nc(Nc3ccc(Br)cc3F)ccc2c1)N1CCCCC1
→ -22.3%	-6.4%
> CC1=C(C(N)=O)C(c2ccc(F)cc2)n2nc(-c3ccc(N(C)C)cc3)nc2N1 (stereo not drawn)
→ -4.4%	-16.4%
> Brc1ccc(-c2cn3cc(Cc4ccccc4)sc3n2)cc1
→ 3.1%	-4.7%
> COc1ccc2cc3cc(C(=O)N4CCN(c5ccc(C(C)=O)cc5)CC4)sc3nc2c1Cl
→ -19.3%	1.8%
> Cc1ccc(Cc2nc3ccccc3nc2SCC(=O)NCCC(C)C)cc1
→ 7.3%	4.6%
> CCC(=O)Nc1ccc2nc(SCC(=O)N3CCc4ccccc43)sc2c1
→ -0.9%	-12.0%
> Cc1ccc(CNC(=O)c2ccc3nc(SCc4ccc(F)cc4)[nH]c3c2)cc1
→ 3.0%	4.5%
> CN(C(=O)CSc1nc2ccc(NC(=O)COc3ccccc3Cl)cc2s1)c1ccccc1
→ 5.5%	-8.4%
> COc1ccc(NC(=O)CSc2nc3cc(OC)c(OC)cc3c3nc(-c4ccccc4)nn23)cc1Cl
→ -17.5%	-12.0%
> CSc1ccc(CCNC(=O)c2ccc3c(c2)nc2n3CCCCC2)cc1
→ 4.2%	-6.4%
> O=C(Cn1ncc2ccc(Cl)cc21)NCc1ccc(F)cc1
→ -7.2%	-21.3%
> Cn1c(=O)c2c(n3ncnc13)NC(=O)CC2c1cccc(F)c1 (stereo not drawn)
→ -16.4%	-6.0%
> CCOc1ccccc1NC(=O)c1sc2nc(C)cc(C)c2c1N
→ -12.0%	3.5%
> CCCCn1nc(NC(=O)c2cccc(Cl)c2)c2cc3ccccc3nc21
→ -14.4%	-2.5%
> Cc1ccc(NC(=O)Cn2c(=O)n(Cc3nc(-c4ccccc4)no3)c(=O)c3ccccc32)c(C)c1
→ -15.2%	-10.4%
> Cc1nc2nc(NC(=O)c3ccc(F)cc3)[nH]n2c(=O)c1Cc1ccccc1
→ 3.4%	-12.9%
> COc1cccc(C(=O)NCC(=O)OCc2cc(=O)n3nc(C)sc3n2)c1
→ -1.9%	-19.5%
> CCC1CCCCN1C(=O)c1sc(-n2nc(C)c(Cc3ccccc3)c2C)nc1C (stereo not drawn)
→ 9.7%	-10.7%
> CCOc1ccccc1NC(=O)COc1ccc(S(=O)(=O)NC2CCCCC2)cc1
→ 23.6%	7.1%
> CCn1c(CC2C(=O)Nc3ccccc32)nc2ccccc2c1=O (stereo not drawn)
→ -1.4%	5.8%
> COc1ccc(S(=O)(=O)NCc2cccn2Cc2cccc(C)c2)cc1OC
→ 42.1%	3.0%
> CCOc1ccc(C2=NC(c3ccncc3)=Nc3ccc(C)cc3N2)cc1OCC
→ 43.9%	-3.1%
